HSF1 inh: HSF1 inhibition | 300,000 tested, 0.77% active | activity change, negative = inhibition, % at 7.5 µM (by protocol) | NIH3T3-HGL HSE-luciferase, MG132-induced, luminescence 8 h; stronger effect = lower value;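 active = more than half of replicate wells show activity change below -50%, luminescence cut by over half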;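 note: luciferase reports HSF-1 transcriptional activity via heat shock element; 0% = median of DMSO wells and -100% = zero luminescence signal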
IEC-6 cytotox: kills IEC-6 intestinal cells in KLF5 counter-screen. IEC-6 cytotoxicity, luminescence viability. inhibition, % at 5 µM. 290,000 tested, 0.78% active; in the data active = inhibition above about 22%;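 note: 0% = plate median of test compound wells and 100% = cytotoxic reference compound wells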
KLF5 inh: kruppel-like factor 5 inhibition. inhibition, % at 5 µM. DLD-1 KLF5 promoter-luciferase reporter, luminescence. 290,000 tested, 0.23% active;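 active = inhibition above a per-plate limit of that plate's mean compound inhibition plus 3 SD, cut at about 60% in these data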;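 note: 0% = DMSO wells and 100% = LY294002 at 200 µM; higher means less KLF5 promoter-driven luciferase light; inactives centre near -14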
HSF1 activator: increases HSF-1 driven luciferase reporter signal; NIH3T3-HGL HSF-1 luciferase reporter, MG132, 8 h; 100% = twice DMSO control signal; activation, % at 9 µM; 300,000 tested, 1.7% active; AID 504408;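 active = mean replicate activation of at least 50% with a set share of replicates each reaching 50%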;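 note: 0% = median of the neutral control wells and 100% = twice that signal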
AI-2 QS modul: Vibrio harveyi AI-2 quorum sensing modulation; Vibrio harveyi JMH597 AI-2 luminescence/OD600 ratio, 9 h; stronger effect = lower value; strain lacks LuxN and CqsS sensors; 0 = neutral-control median; activity change, % at 7.5 µM; 300,000 tested, 0.4% active; AID 2094; in the data active = activity change below about -75%, passing the limit was not always enough;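 note: luminescence divided by OD600 gain over 9 h not by final OD600 alone; inactives centre near 13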
aSyn UTR inh: 5' untranslated region of α-synuclein, MLPCN primary screen | inhibition, % (tested at 7.5 µM) | alpha-synuclein 5'UTR reporter, inhibitor activity | 300,000 tested, 0.82% active | AID 1813; in the data active = inhibition above about 60%;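 note: H4 neuroglioblastoma cells stably carrying SNCA 5'UTR luciferase fusion; 0% = DMSO wells and 100% = positive control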
GSK3A inh: blocks human GSK-3 alpha kinase | P49840 | inhibition, % at 10 µM | 320,000 tested, 0.1% active | ADP-Glo luminescence, 60 min;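 in the data active = inhibition above about 50%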;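 note: GST-tagged GSK-3 alpha with peptide substrate and 25 µM ATP; 0% = DMSO neutral wells and 100% = GW8510 positive control wells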
Target sequence (P49840 whole entry, looked up): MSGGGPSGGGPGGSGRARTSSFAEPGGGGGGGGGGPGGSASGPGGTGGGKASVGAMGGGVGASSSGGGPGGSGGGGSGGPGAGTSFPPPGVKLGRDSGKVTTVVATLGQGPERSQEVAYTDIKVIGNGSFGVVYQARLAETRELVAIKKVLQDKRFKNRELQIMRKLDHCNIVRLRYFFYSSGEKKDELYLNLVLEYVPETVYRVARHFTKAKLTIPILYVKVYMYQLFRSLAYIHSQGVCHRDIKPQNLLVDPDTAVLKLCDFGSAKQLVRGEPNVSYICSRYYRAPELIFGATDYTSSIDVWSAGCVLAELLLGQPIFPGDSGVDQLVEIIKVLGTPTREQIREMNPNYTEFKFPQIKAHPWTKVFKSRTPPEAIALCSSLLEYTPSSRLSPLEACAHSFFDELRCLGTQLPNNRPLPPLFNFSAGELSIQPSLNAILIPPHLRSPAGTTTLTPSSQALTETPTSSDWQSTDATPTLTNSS
PolyA inh: blocks polyadenylation in yeast reporter cells; 300,000 tested, 0.02% active; calls only at 12 µM; S. cerevisiae SKY197-pL101 polyadenylation reporter, beta-gal luminescence; efflux-impaired pdr1/pdr3 knockout yeast; score 100 = 6 SD above DMSO;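 active = lowest replicate activity score at least 50, where 100 means six control SD above control mean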;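 note: yeast exposed to compound for 9 h at 30 °C; higher score means more reporter readthrough which indicates perturbed polyadenylation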
HSP90 refold inh: blocks HSP90-mediated luciferase refolding in reticulocyte lysate | 290,000 tested, 0.91% active | Rabbit reticulocyte lysate, luciferase refolding luminescence, 3 h | inhibition, % at 5.6 µM | AID 1789;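 active = inhibition above the screen-wide mean plus 3 SD, computed separately per campaign, cut at about 16% in these data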;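 note: 0% = DMSO wells and 100% = 60 µM geldanamycin wells; inhibitors lower the luminescence because luciferase stays unfolded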
GSK3beta inhib: human GSK3beta kinase inhibition; P49841; 300,000 tested, 0.038% active; AID 2097; GST-GSK3beta kinase, ADP-Glo luminescence, 60 min; stronger effect = lower value; activity score (negative = inhibition), % at 10 µM;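 active = more than half of replicate wells score below -50%, meaning over 50% inhibition versus plate controls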;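 note: 0% = median DMSO wells and -100% = median GW8510 positive control wells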
Target sequence (P49841 whole entry, looked up): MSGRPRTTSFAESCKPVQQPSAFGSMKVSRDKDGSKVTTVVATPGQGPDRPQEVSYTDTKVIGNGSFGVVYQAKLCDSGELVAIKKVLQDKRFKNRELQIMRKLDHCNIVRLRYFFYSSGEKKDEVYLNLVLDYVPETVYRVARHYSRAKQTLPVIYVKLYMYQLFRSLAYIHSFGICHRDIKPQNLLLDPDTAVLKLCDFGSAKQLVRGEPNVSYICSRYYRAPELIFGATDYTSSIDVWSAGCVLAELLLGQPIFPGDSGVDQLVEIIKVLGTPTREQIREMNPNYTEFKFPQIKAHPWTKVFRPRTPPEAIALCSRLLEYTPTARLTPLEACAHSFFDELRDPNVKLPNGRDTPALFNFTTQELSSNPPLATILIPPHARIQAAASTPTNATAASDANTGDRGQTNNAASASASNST
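Assay system: GST-fused GSK3beta enzyme, cell-free / Medium: Tris pH 7.5 buffer with MgCl2, DTT, BSA, heparin / Also added: peptide substrate plus 25 µM ATP (final) / Compound: 10 µM single point / Timing: kinase reaction with compound 60 min at room temperature / Detection: ADP-Glo luminescence / Benchmarks: DMSO neutral wells and GW8510 at 20 µM as positive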
* = called active by the depositor; i = inactive; nt = not tested or not shown; & = joins results of further samples. This is a subset; rates above refer to the full screens.

(1) Cc1scc2c1N(C(=O)CN1CCN(C)CC1)c1ccccc1NC2=O
(2) CCN(CCCCOC(=O)c1ccc(OC)c(OC)c1)C(C)Cc1ccc(OC)cc1 (stereo not drawn)
(3) CN(C)S(=O)(=O)n1cc(/C=C(\NC(=O)c2ccccc2)C(=O)NCCCn2ccnc2)c2ccccc21
(4) O=C(O)c1cc(=O)c2ccccc2o1
(5) COc1cc(C2Oc3cc(C4Oc5cc(O)cc(O)c5C(=O)C4O)ccc3OC2CO)ccc1O (stereo not drawn)
(6) COc1ccc(C(=O)c2ccccc2)c(O)c1
(7) CCCCCCCCCCCCCCCC(O)C(N)CO (stereo not drawn)
(8) CCCC1(c2ccccc2)NC(=O)N(CC(=O)N(C)Cc2c(F)cccc2Cl)C1=O (stereo not drawn)
(9) CCCC(=O)O[C@]1(C(=O)COC(C)=O)CC[C@H]2[C@@H]3C[C@H](F)C4=CC(=O)C=C[C@]4(C)[C@@]3(F)[C@@H](O)C[C@@]21C
(10) CC(=O)Oc1ccc2c(C)cc(=O)oc2c1
assay / compound | 1 | 2 | 3 | 4 | 5 | 6 | 7 | 8 | 9 | 10
HSF1 inh | -1.0 | 0.3 | 0.7 | 1.0 | 0.7 | 8.7 | 6.7 | -2.9 | -46.9 | -3.3
IEC-6 cytotox | -4.7 | -1.6 | 1.0 | -11.9 | 1.6 | -8.4 | -1.4 | -6.6 | 12.2 | -2.3
KLF5 inh | 7.9 | -18.9 | -44.4 | -21.6 | -4.0 | -10.0 | 5.4 | -8.7 | 2.0 | -47.2
HSF1 activator | -6.0 | 13.5 | -5.0 | -2.1 | -13.1 | 8.2 | 2.0 | 12.4 | -54.7 | -5.8
AI-2 QS modul | 14.8 | 16.5 | 2.5 | 29.0 | -4.0 | 12.1 | -5.8 | 19.2 | 22.6 | 21.3
aSyn UTR inh | -12.9 | 22.6 | 3.9 | 18.9 | 11.1 | -32.4 | 6.8 | 10.3 | 11.4 | 10.4
GSK3A inh | 1.8 | -0.1 | -1.3 | -0.2 | -0.7 | 1.6 | -12.0 | -1.0 | -5.1 | 3.6
PolyA inh | i | i | i | i | i | i | i | i | i | i
HSP90 refold inh | -2.3 | 2.5 | 1.1 | -3.6 | 2.6 | -0.3 | -2.6 | -3.0 | -1.8 | 0.8
GSK3beta inhib | -3.0 | -1.0 | nt | 6.1 | -2.0 | 2.5 | 0.7 | -0.9 | 1.0 | -22.4

Sorted by heavy-atom count (largest number first): part of the list above
(9) CCCC(=O)O[C@]1(C(=O)COC(C)=O)CC[C@H]2[C@@H]3C[C@H](F)C4=CC(=O)C=C[C@]4(C)[C@@]3(F)[C@@H](O)C[C@@]21C
(1) Cc1scc2c1N(C(=O)CN1CCN(C)CC1)c1ccccc1NC2=O
(4) O=C(O)c1cc(=O)c2ccccc2o1
assay / compound | 9 | 1 | 4
HSF1 inh | -46.9 | -1.0 | 1.0
IEC-6 cytotox | 12.2 | -4.7 | -11.9
KLF5 inh | 2.0 | 7.9 | -21.6
HSF1 activator | -54.7 | -6.0 | -2.1
AI-2 QS modul | 22.6 | 14.8 | 29.0
aSyn UTR inh | 11.4 | -12.9 | 18.9
GSK3A inh | -5.1 | 1.8 | -0.2
PolyA inh | i | i | i
HSP90 refold inh | -1.8 | -2.3 | -3.6
GSK3beta inhib | 1.0 | -3.0 | 6.1

The list continues.
(11) CC(C)NNC(=O)c1ccncc1
(12) CN(C)CC/C=C1/c2ccccc2COc2ccc(CC(=O)O)cc21
(13) COC(=O)N/N=C/c1c[n+]([O-])c2ccccc2[n+]1[O-]
(14) Cc1nc2c3ccccc3nc(NNC(=O)CCC(=O)N3CCN(c4ccccc4F)CC3)n2n1
(15) CCC(C(=O)Nc1ccccc1N1CCCC1)c1ccccc1 (stereo not drawn)
(16) CC1(C)O[C@@H]2C[C@H]3[C@@H]4C[C@H](F)C5=CC(=O)C=C[C@]5(C)[C@@]4(F)[C@@H](O)C[C@]3(C)[C@]2(C(=O)CO)O1
(17) Cc1c(C)n(Cc2ccccc2)c2ccc(C(=O)OCCN(C)C)cc12
(18) O=C(c1ccccn1)N(Cc1cccs1)C1(C(=O)NC2CCCCC2)CCCCC1
(19) CC(Cc1cccc(C(F)(F)F)c1)NCCOC(=O)c1ccccc1 (stereo not drawn)
(20) C/C(=N\NC(=S)NCc1ccccc1)C1CCCCC1
assay / compound | 11 | 12 | 13 | 14 | 15 | 16 | 17 | 18 | 19 | 20
HSF1 inh | -2.1 | -4.5 | -1.9 | -0.6 | -8.9 | -47.1 | 16.2 | 4.7 | 4.2 | -5.4
IEC-6 cytotox | -1.2 | nt | nt | 3.9 | 0.7 | 5.4 | -4.4 | -5.5 | nt | -4.8
KLF5 inh | 0.6 | nt | nt | -6.8 | -9.1 | -0.6 | -9.0 | 8.7 | nt | -27.6
HSF1 activator | -0.6 | -6.4 | 0.8 | -24.5 | 9.8 | -57.6 | 19.5 | 2.0 | 17.9 | -10.0
AI-2 QS modul | 14.9 | 21.6 | 37.5 | 11.3 | 13.1 | 21.2 | -10.3 | 41.5 | -0.5 | 8.5
aSyn UTR inh | 8.3 | 7.4 | 6.3 | 4.7 | -2.4 | 15.7 | 6.4 | -0.3 | -1.8 | -5.3
GSK3A inh | 2.4 | -2.0 | -0.6 | -2.4 | -1.5 | -1.4 | 4.2 | -3.0 | -2.6&0.6 | -1.9
PolyA inh | i | i | i | i | i | i | i | i | i | i
HSP90 refold inh | -0.8 | nt | nt | 2.5 | 0.1 | 2.7 | 9.8 | 2.2 | nt | -1.9
GSK3beta inhib | -2.4 | -1.7 | 0.7 | 2.5 | 0.3 | 4.2 | -22.4 | -2.9 | -1.2 | 3.3

Taken from above:
In HSF1 activator, `CCN(CCCCOC(=O)c1ccc(OC)c(OC)c1)C(C)Cc1ccc(OC)cc1` (stereo not drawn) reads 13.5
In HSF1 activator, `CC(C)NNC(=O)c1ccncc1` reads -0.6
In aSyn UTR inh, `COc1ccc(C(=O)c2ccccc2)c(O)c1` reads -32.4
In KLF5 inh, `CCCC(=O)O[C@]1(C(=O)COC(C)=O)CC[C@H]2[C@@H]3C[C@H](F)C4=CC(=O)C=C[C@]4(C)[C@@]3(F)[C@@H](O)C[C@@]21C` reads 2.0

Carrying on:
(21) COc1ccc(-c2oc3c(CC=C(C)C)c(O[C@@H]4O[C@H](CO)[C@@H](O)[C@H](O)[C@H]4O)cc(O)c3c(=O)c2O[C@@H]2O[C@@H](C)[C@H](O)[C@@H](O)[C@H]2O)cc1
(22) CN(C)CCCSc1ccccc1NC(=O)/C=C/c1ccccc1
(23) CCCOc1ccc(C(=O)OCCN(CC)CC)cc1N
(24) CC(C)(C)NCC(O)COc1cccc2c1C[C@H](O)[C@H](O)C2 (stereo partly drawn)
(25) CCCC(=O)O[C@]1(C(=O)CCl)[C@@H](C)C[C@H]2[C@@H]3CCC4=CC(=O)C=C[C@]4(C)[C@@]3(F)C(=O)C[C@@]21C
(26) Cc1cc(=O)oc2cc(O)ccc12
(27) CCCOc1ccc2nc(NC(=O)OC)[nH]c2c1
(28) CCN(CC)CC1CCCCN1CC(=O)N1c2ccccc2C(=O)Nc2cccnc21 (stereo not drawn)
(29) CCCCOc1cc(C(=O)OCCN(CC)CC)ccc1N
(30) O=C(O)Cc1cn(-c2ccccc2)nc1-c1ccc(Cl)cc1
(31) O=C(NC1CCN(CCc2c[nH]c3ccccc23)CC1)c1ccccc1
(32) CN[C@@H]1[C@H](O)[C@H](NC)[C@H]2O[C@@]3(O)C(=O)C[C@@H](C)O[C@H]3O[C@@H]2[C@H]1O
assay / compound | 21 | 22 | 23 | 24 | 25 | 26 | 27 | 28 | 29 | 30 | 31 | 32
HSF1 inh | -1.4 | 7.8 | 0.2 | 9.5 | -44.6 | -6.5 | -9.8 | -11.9 | 2.6 | -8.8 | -14.1 | -7.6
IEC-6 cytotox | 1.3 | -1.5 | nt | -1.3 | 1.1 | nt | 81.2* | -1.2 | nt | 2.3 | -0.5 | 4.7
KLF5 inh | -25.7 | -21.1 | nt | -17.2 | -2.8 | nt | 59.8 | 3.0 | nt | -3.1 | -65.8 | -38.5
HSF1 activator | -17.2 | 9.7 | -5.5 | -0.3 | -53.6 | 4.0 | -28.4 | -15.8 | 0.6 | -5.9 | -36.2 | -19.3
AI-2 QS modul | 16.8 | 9.3 | 19.2 | 20.1 | 15.5 | 5.0 | 5.1 | 14.1 | 9.3 | 49.8 | 1.9 | 2.2
aSyn UTR inh | -25.0 | -56.0 | -13.9 | 6.4 | -7.1 | -7.0 | 83.9* | -18.3 | -18.3 | -15.1 | 3.4 | -4.7
GSK3A inh | 0.0 | -3.5 | 4.1 | -5.4 | 0.0 | 9.3 | nt | -4.7 | -0.8&0.6 | -5.8 | -1.0 | -1.3
PolyA inh | i | i | i | i | i | i | i | i | i | i | i | i
HSP90 refold inh | 1.4 | 4.5 | nt | 4.4 | 3.0 | nt | 1.6 | 2.2 | nt | -2.3 | 4.8 | 1.2
GSK3beta inhib | 0.2 | 1.2 | 1.8 | -0.4 | -2.9 | -15.8 | -5.4 | 2.2 | 1.0 | 1.5 | -6.9 | 0.8

Four entries picked at random from the list so far:
(21) COc1ccc(-c2oc3c(CC=C(C)C)c(O[C@@H]4O[C@H](CO)[C@@H](O)[C@H](O)[C@H]4O)cc(O)c3c(=O)c2O[C@@H]2O[C@@H](C)[C@H](O)[C@@H](O)[C@H]2O)cc1
(25) CCCC(=O)O[C@]1(C(=O)CCl)[C@@H](C)C[C@H]2[C@@H]3CCC4=CC(=O)C=C[C@]4(C)[C@@]3(F)C(=O)C[C@@]21C
(26) Cc1cc(=O)oc2cc(O)ccc12
(29) CCCCOc1cc(C(=O)OCCN(CC)CC)ccc1N
assay / compound | 21 | 25 | 26 | 29
HSF1 inh | -1.4 | -44.6 | -6.5 | 2.6
IEC-6 cytotox | 1.3 | 1.1 | nt | nt
KLF5 inh | -25.7 | -2.8 | nt | nt
HSF1 activator | -17.2 | -53.6 | 4.0 | 0.6
AI-2 QS modul | 16.8 | 15.5 | 5.0 | 9.3
aSyn UTR inh | -25.0 | -7.1 | -7.0 | -18.3
GSK3A inh | 0.0 | 0.0 | 9.3 | -0.8&0.6
PolyA inh | i | i | i | i
HSP90 refold inh | 1.4 | 3.0 | nt | nt
GSK3beta inhib | 0.2 | -2.9 | -15.8 | 1.0

Bioassay records (PubChem)
